West Nile virus CPE: West Nile virus antiviral activity, cell-based, CPE readout (AID 1621) | West Nile virus-infected cells, CPE inhibition; higher % means a stronger effect | CPE inhibition, % at 10 µM, or IC50 in µM where a hit was titrated | actives 0.02% (n = 290,000); in the data active = a potency from the dose series; inconclusive = CPE inhibition mostly from about 3.7% at the one dose, without a potency; inactive = the rest, 99 in 100 with CPE inhibition below about 2.2%; note: strong numbers were not always called active
Dengue-2 NS5 capping: Dengue-2 NS5 methyltransferase inhibitors, primary screen, biochemical, confirmation dose response (AID 588689); actives 0.3% (n = 340,000); Dengue-2 NS5 methyltransferase capping enzyme assay, biochemical; higher % means a stronger effect; one-dose inhibition, % at 25 µM; IC50 in µM for titrated hits; in the data active = a potency from the dose series; inconclusive = inhibition above about 29% without an active follow-up result
CSM14.1 death rescue: protection against thapsigargin-triggered cell killing – 384-well, CSM14.1, ATP luminescence, primary screen (AID 1222) | CSM14.1 thapsigargin-induced death rescue, ATP luminescence; higher % means a stronger effect | cellular ATP content (survival), % at 20 µM; hits with a dose series show EC50 in µM | 190,000 tested, under 10 active;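 active = EC50 below 50 µM in the dose-response confirmation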;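 note: death triggered by thapsigargin at about 15 µM added after 2 h compound pretreatment; cell ATP read after overnight thapsigargin exposure of roughly 18 to 22 hours; normalized against plate controls of thapsigargin alone and 5% DMSO vehicle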
MgcRacGAP inhibition: MgcRacGAP GTPase-activating activity inhibitors, confirmation, biochemical, ADP Hunter fluorescence. MgcRacGAP-stimulated Rac1 GTP hydrolysis, ADP Hunter fluorescence; higher % means a stronger effect; GST-tagged Rac1 F28L mutant substrate. inhibition, % at 30 µM, or IC50 in µM where a hit was titrated. actives 0.6% (n = 340,000). AID 624330;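 active = first-screen hits whose inhibition reached a set limit at any dose in the follow-up dose series; inconclusive = inhibition above the set first-screen limit but never retested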;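 note: fluorescence reports GDP produced by GAP-driven GTP hydrolysis; strong numbers were not always called active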
Salmonella PhoP GFP: inhibitors of PhoP regulon expression, primary screen, Salmonella Typhimurium, GFP reporter (AID 1863) | S. Typhimurium PhoP-regulated promoter GFP reporter, 4 h; higher % means a stronger effect | one-dose inhibition, % at 50 µM; IC50 in µM for titrated hits | actives 0.16% (n = 300,000);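 active = inhibition over 29.93%, a cutoff 3 SD above the screen mean, later confirmed by dose response; inconclusive = inhibition over 29.93% but no dose response follow-up; inactive = inhibition at most 29.93% or unconfirmed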;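 note: 0% = low Mg2+ inducing control and 100% = high Mg2+ repressing control; strong numbers were not always called active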
LYP inhibition: inhibitors of LYP phosphatase, biochemical, fluorescence intensity, uHTS (AID 1779); recombinant LYP phosphatase, fluorescence intensity; higher % means a stronger effect; inhibition, % at 11.5 µM; hits with a dose series show IC50 in µM; actives 0.054% (n = 290,000); in the data active = inhibition above about 50%;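 note: plate controls were vehicle with enzyme for no effect and no enzyme for full effect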
GPR35 arrestin U2OS: GPR35 antagonists blocking zaprinast-driven arrestin recruitment, primary screen, imaging, U2OS, beta-arrestin-GFP, zaprinast agonist (AID 2058). U2OS GPR35 beta-arrestin-GFP translocation imaging, zaprinast antagonism; higher % means a stronger effect. inhibition, % at 10 µM; hits with a dose series show IC50 in µM. actives 0.052% (n = 290,000);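 active = inhibition of at least 50% with at least 30 cells and total cytoplasm GFP at most 10,000,000; inconclusive = under 30 cells or total GFP of 10,000,000 plus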
RSV CPE inhibition: RSV antiviral activity via CPE protection, HEp-2 cells, primary 10 µM value included (AID 2391). one-dose CPE inhibition, % at 10 µM; IC50 in µM for titrated hits. actives 0.13% (n = 310,000). HEp-2 cells, RSV-induced CPE inhibition; higher % means a stronger effect; in the data active = a potency from the dose series; inconclusive = CPE inhibition mostly from about 23% at the one dose, without a potency; inactive = the rest, 99 in 100 with CPE inhibition below about 21%; note: strong numbers were not always called active
Large T inhibition: TAg ATPase/helicase activity blockers – biochemical (AID 1903); one-dose inhibition, % at 20 µM; IC50 in µM for titrated hits; SV40 large T antigen ATPase/helicase inhibition assay; higher % means a stronger effect; actives 0.39% (n = 310,000); in the data active = a potency from the dose series; inconclusive = inhibition mostly from about 32% at the one dose, without a potency; inactive = the rest, 99 in 100 with inhibition below about 32%; note: strong numbers were not always called active
* marks the source's active call; other numbers are inactive results; ? = inconclusive; · = not tested or not shown.

The line under a structure holds: West Nile virus CPE | Dengue-2 NS5 capping | CSM14.1 death rescue | MgcRacGAP inhibition | Salmonella PhoP GFP | LYP inhibition | GPR35 arrestin U2OS | RSV CPE inhibition | Large T inhibition
CN(C/C=C/c1ccccc1)C1CCCCC1
 : -0.7% | · | · | -3% | -9% | 0% | 7% | -1.0% | 22%
O=C(O)C1CCC(N2C(=O)C3C4CCC(C4)C3C2=O)CC1 (stereo not drawn)
 : 0.2% | 8% | -1.7% | 2% | -5% | -5% | 8% | 0.8% | 7%
O=C(O)c1ccc(-c2ccccc2C(F)(F)F)o1
 : -0.1% | -1% | -0.6% | 3% | -11% | -9% | 14% | 1.4% | 3%
CCOC(=O)c1ccc(NC(=O)CSc2nnc(CNc3ccc(C)cc3)n2C)cc1
 : 0.2% | -1% | 1.4% | 6% | 2% | 5% | -14% | 3.1% | 3%
Cc1ccc2nc(Cc3ccc(N)cc3)[nH]c2c1
 : 0.5% | -1% | -2.1% | 6% | 33% | -10% | 15% | -0.3% | 10%
O=C(NCc1ccc2c(c1)OCO2)C1CC(=O)N(C2CCCCCC2)C1 (stereo not drawn)
 : 0.0% | -1% | -1.7% | 2% | -6% | -12% | 8% | -0.3% | -3%
O=[N+]([O-])c1ccc(O)c(/C=N/n2cnnc2)c1
 : -0.8% | 0% | -1.7% | 7% | -2% | -1% | -14% | 0.6% | 8%
O=S(=O)(c1ccccc1)N1CCN(Cc2ccccc2C(F)(F)F)CC1
 : -0.2% | 8% | -2.7% | 19% | 4% | 0% | 7% | 4.2% | 4%
Cc1nc2c(nnn2Cc2ccccc2)c(=O)n1-c1ccccc1
 : · | 1% | -1.5% | 3% | 6% | -5% | 2% | 1.8% | 6%
N#Cc1c2n(c(=S)n(-c3ccccn3)c1=O)CCCCC2
 : -0.5% | 2% | -2.2% | 9% | -5% | 2% | -6% | -0.6% | 6%
COc1ccccc1NC(=O)C(C)OC(=O)CCSc1ccc(F)cc1 (stereo not drawn)
 : · | -8% | · | 5% | -11% | · | · | 0.4% | 12%
CCCCOCCCNC(=O)N[C@@H](CCSC)C(=O)OC
 : 0.0% | -3% | 1.4% | 6% | -1% | -11% | 2% | 1.4% | 5%
O=C(CCc1nc2ccccc2c(=O)[nH]1)Nc1ccc(N2CCCCC2)cc1
 : 0.0% | -5% | -1.3% | 7% | -2% | -7% | -2% | 1.7% | 13%
Brc1ccc2[nH]c3c(NCc4ccccn4)ncnc3c2c1
 : 0.7% | · | · | · | -8% | 0% | -4% | ? | 5%
CN1C2CCC1CC(NC(=O)CSc1ccc(C(C)(C)C)cc1)C2 (stereo not drawn)
 : 0.7% | 12% | · | -10% | 8% | -6% | -2% | · | 12%
COc1ccccc1CNS(=O)(=O)c1csc(C(N)=O)c1
 : -0.3% | -11% | · | 6% | -4% | -15% | -4% | 0.0% | 4%
O=[N+]([O-])c1ccc(Nc2ccccc2)c2nonc12
 : -1.1% | -28% | · | 11% | · | -1% | -2% | 0.2% | 20%
CC(C)CCn1c(COc2ccccc2)nn(CCC#N)c1=S
 : -1.3% | 2% | · | 5% | -4% | 1% | -11% | 5.8% | 5%
CS(=O)(=O)N(CC(=O)NCC1CCCO1)c1ccc(Cl)c(Cl)c1 (stereo not drawn)
 : -0.6% | -1% | 1.3% | 0% | -7% | -7% | 2% | -1.0% | 10%
Cc1cc(N2CCOCC2)nc(SCC(=O)c2ccc(Cl)cc2)n1
 : -0.2% | -8% | 3.1% | 12% | 4% | -6% | 8% | 1.5% | 0%
O=C(c1ccc(Br)o1)N1CCc2ccccc21
 : -0.6% | · | -2.0% | · | · | -6% | -20% | 13% | ·
CCOC(=O)/C=C/C(=O)N1CCN(C(=O)/C=C/C(=O)OCC)CC1
 : 0.2% | -11% | · | 8% | -1% | -2% | 6% | -1.4% | 18%
COc1ccc(CN2CCc3c([nH]c4ccccc34)C2)c(OC)c1C
 : -0.8% | -13% | · | ? | 4% | -11% | 7% | 7.6% | 4%
COc1ccc(C(=O)NCc2nc3ccccc3[nH]2)cc1OC
 : 0.1% | -2% | · | 1% | -4% | 2% | 10% | 1.7% | 2%
Cc1nn(C)c2ncc(C(N)=O)c(Oc3cccnc3)c12
 : 0.5% | 9% | · | 6% | -5% | -2% | 0% | 0.6% | 4%
CCCCOc1ccc(C(=O)Nc2cccc(C)n2)cc1
 : · | 5% | -4.4% | 4% | -9% | -4% | -6% | 1.8% | 15%
CCCn1c(=O)c2ccccc2n2c(SCc3nc4ccccc4s3)nnc12
 : 0.1% | -1% | 4.3% | 17% | -26% | 3% | 5% | 3.6% | 12%
O=C(c1ccco1)N1CCN(c2ccc([N+](=O)[O-])cn2)CC1
 : -0.7% | -3% | · | -2% | 2% | -3% | 11% | 1.6% | 5%
Cc1csc(=O)n1CCC(=O)OCc1nnc(-c2ccccc2)o1
 : · | -20% | · | 3% | -4% | · | · | -0.8% | 24%
COc1cccc(OC)c1C(=O)Nn1c(-c2cccc(C)c2)nc2ccccc2c1=O
 : 0.2% | -4% | -0.8% | 6% | -8% | 1% | -10% | -0.8% | 4%
Cc1cc2c(SCC(=O)NC3CCCCC3)ncnc2s1
 : 0.7% | -9% | · | 9% | 0% | -2% | 0% | 8.1% | 6%
COc1ccccc1/C=N/NC(=O)c1csc(C)c1C
 : -0.2% | 0% | -1.0% | 7% | -25% | -2% | 8% | 0.5% | 8%
CC1CCN(S(=O)(=O)c2cn(CC(=O)N3CCN(c4cccc(C(F)(F)F)c4)CC3)cn2)CC1
 : -1.5% | -6% | · | 9% | -6% | -1% | 12% | 17% | 9%
COc1cccc(/C=N/NC(=O)C(=O)N/N=C/c2cccc(OC)c2OC)c1OC
 : -0.4% | 1% | -1.9% | 6% | -13% | -5% | -3% | 4.5% | 4%
O=C(COc1ccccc1Cl)Nc1ccc2oc(=O)ccc2c1
 : -0.1% | 1% | · | 5% | 8% | -11% | 4% | 1.3% | 0%
CCOC(=O)C1=C(COC(=O)/C=C/c2ccccc2Cl)NC(=O)NC1C (stereo not drawn)
 : -0.3% | -2% | · | 4% | -4% | -3% | -7% | 2.2% | 11%
O=C(/C=C/c1cccnc1)/C=C/c1cccnc1
 : -1.6% | -18% | · | ? | -4% | -5% | 4% | · | ·
CCOc1ccc(NC(=O)N2CCC(c3ccc(C)cc3)C2)cc1 (stereo not drawn)
 : -0.3% | -3% | -1.8% | -3% | 15% | 5% | -4% | 3.2% | 3%
CCCCCOc1ccc(N2C(=O)C3C4C=CC(C3C2=O)N(C)C4=O)cc1 (stereo not drawn)
 : -0.9% | 4% | 0.3% | 8% | 4% | -3% | 11% | 0.2% | 7%
COC(=O)c1ccc(COC(=O)CNC(=O)c2ccco2)cc1
 : 1.5% | -7% | -1.9% | 3% | -9% | -5% | 4% | 2.5% | 3%
CCOC(=O)N1CCC2(CC1)C(C#N)=C(N)Oc1n[nH]c(CSc3ccc(C)cc3)c12
 : -0.3% | 3% | -1.3% | 9% | 4% | 3% | 13% | 2.3% | 29%
COc1ccccc1NC(=O)CSc1ccc2nnc(-c3ccc(C)cc3)n2n1
 : · | 1% | 0.7% | 8% | -3% | -5% | 12% | 3.6% | 10%
COc1ccc(C(=O)C(OC(=O)CNC(=O)c2ccco2)c2ccccc2)cc1 (stereo not drawn)
 : -0.3% | -14% | 3.3% | 5% | 11% | -8% | -2% | 0.3% | 8%
Cc1cc(C)c2nc(N(CCCN(C)C)C(=O)c3ccc4c(c3)OCCO4)sc2c1
 : · | -4% | · | 6% | -4% | · | · | 7.4% | 10%
Cc1ccc2oc(-c3ccccc3)c(C(=O)O)c(=O)c2c1
 : -0.9% | -2% | -0.2% | 9% | -2% | 4% | 15% | 0.4% | -5%
O=C(NCCN1CCOCC1)c1ccc(NC(=O)C2COc3ccccc3O2)cc1 (stereo not drawn)
 : 0.4% | -3% | -0.9% | -4% | 0% | -8% | 3% | -0.5% | 8%
CCn1c(SCC(=O)NC2CCCC2)nc2c1c(=O)n(C)c(=O)n2C
 : 0.3% | -4% | · | 7% | 5% | -10% | -12% | 0.4% | 8%
CCC(C)NC(=O)CN1C(=O)NC2(CCc3ccccc3C2)C1=O (stereo not drawn)
 : -0.1% | -2% | -0.5% | 4% | 3% | -4% | 6% | 0.9% | 13%

Grouped by structure: the compounds so far containing an aryl thioether with sulfur outside any ring.
The line under a structure holds: West Nile virus CPE | Dengue-2 NS5 capping | CSM14.1 death rescue | MgcRacGAP inhibition | Salmonella PhoP GFP | LYP inhibition | GPR35 arrestin U2OS | RSV CPE inhibition | Large T inhibition
CCOC(=O)c1ccc(NC(=O)CSc2nnc(CNc3ccc(C)cc3)n2C)cc1
 : 0.2% | -1% | 1.4% | 6% | 2% | 5% | -14% | 3.1% | 3%
COc1ccccc1NC(=O)C(C)OC(=O)CCSc1ccc(F)cc1 (stereo not drawn)
 : · | -8% | · | 5% | -11% | · | · | 0.4% | 12%
CN1C2CCC1CC(NC(=O)CSc1ccc(C(C)(C)C)cc1)C2 (stereo not drawn)
 : 0.7% | 12% | · | -10% | 8% | -6% | -2% | · | 12%
Cc1cc(N2CCOCC2)nc(SCC(=O)c2ccc(Cl)cc2)n1
 : -0.2% | -8% | 3.1% | 12% | 4% | -6% | 8% | 1.5% | 0%
CCCn1c(=O)c2ccccc2n2c(SCc3nc4ccccc4s3)nnc12
 : 0.1% | -1% | 4.3% | 17% | -26% | 3% | 5% | 3.6% | 12%
Cc1cc2c(SCC(=O)NC3CCCCC3)ncnc2s1
 : 0.7% | -9% | · | 9% | 0% | -2% | 0% | 8.1% | 6%
CCOC(=O)N1CCC2(CC1)C(C#N)=C(N)Oc1n[nH]c(CSc3ccc(C)cc3)c12
 : -0.3% | 3% | -1.3% | 9% | 4% | 3% | 13% | 2.3% | 29%
COc1ccccc1NC(=O)CSc1ccc2nnc(-c3ccc(C)cc3)n2n1
 : · | 1% | 0.7% | 8% | -3% | -5% | 12% | 3.6% | 10%
CCn1c(SCC(=O)NC2CCCC2)nc2c1c(=O)n(C)c(=O)n2C
 : 0.3% | -4% | · | 7% | 5% | -10% | -12% | 0.4% | 8%
